# UGM FP inh: blocks M. tuberculosis UGM enzyme. inhibition, % at 10 µM. 320,000 compounds, 0.06% hits. P9WIQ1. purified UGM, fluorescence polarization probe displacement; in the data active means inhibition above about 10%, passing the limit was not always enough
# Target sequence (P9WIQ1 whole entry, looked up): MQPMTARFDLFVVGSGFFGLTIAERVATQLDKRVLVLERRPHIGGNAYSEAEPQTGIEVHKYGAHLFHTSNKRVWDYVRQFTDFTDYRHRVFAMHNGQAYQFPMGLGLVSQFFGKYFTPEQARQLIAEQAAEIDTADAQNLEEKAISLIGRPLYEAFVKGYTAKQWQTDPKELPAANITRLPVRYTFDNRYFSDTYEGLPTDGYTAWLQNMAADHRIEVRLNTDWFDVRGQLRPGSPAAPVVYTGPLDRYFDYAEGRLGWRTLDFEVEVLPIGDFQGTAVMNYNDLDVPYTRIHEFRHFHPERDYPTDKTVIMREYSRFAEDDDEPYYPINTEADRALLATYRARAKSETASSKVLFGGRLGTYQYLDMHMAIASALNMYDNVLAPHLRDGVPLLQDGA
# MazF activator: MazEF (E. coli) toxin RNase activation | P0AE70 | FAM/BHQ RNA-DNA oligo cleavage fluorescence, 5 h | activation, % at 20 µM | 350,000 compounds, 0.32% hits | AID 504720; in the data active means activation above about 50%
# Rv3671c inh: inhibits the M. tuberculosis serine protease Rv3671c | P9WHR9 | inhibition, % at 5.96 µM | 320,000 compounds, 0.048% hits | AID 2606; in the data active means inhibition above about 38%;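 further: extracellular domain of Rv3671c used as enzyme; 0% = enzyme with DMSO and 100% = no enzyme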
# DUSP3 inh: blocks human VHR1 dual specificity phosphatase; 290,000 compounds, 0.52% hits; inhibition, % at 13.3 µM; recombinant VHR phosphatase, pNPP absorbance; in the data active means inhibition above about 50%; further: some compounds called inactive have numbers as strong as hits
# Target sequence (P51452 whole entry, looked up): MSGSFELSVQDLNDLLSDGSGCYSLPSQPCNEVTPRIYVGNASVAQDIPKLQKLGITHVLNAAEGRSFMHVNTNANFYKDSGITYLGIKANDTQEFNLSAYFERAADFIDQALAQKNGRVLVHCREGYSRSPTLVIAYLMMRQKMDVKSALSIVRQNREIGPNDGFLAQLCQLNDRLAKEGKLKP
# GDH-TPI counter: GDH-TPI coupled enzyme inhibition counter-screen. GDH-TPI coupled enzyme counterscreen, NADH absorbance. inhibition, % at 4.8 µM. 360,000 compounds, 1.2% hits. AID 588335; in the data active means inhibition above about 30%;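 further: 0% = DMSO wells and 100% = wells lacking the enzyme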
# Mtb FBA inh: inhibitors of M. tuberculosis fructose-bisphosphate aldolase; inhibition, % at 1 µM; P9WQA3; 360,000 compounds, 2.3% hits; purified M. tuberculosis FBA, fluorescence read-out; in the data active means inhibition above about 27%;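 further: 0% = vehicle and 100% = reference inhibitor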
# Target sequence (P9WQA3 whole entry, looked up): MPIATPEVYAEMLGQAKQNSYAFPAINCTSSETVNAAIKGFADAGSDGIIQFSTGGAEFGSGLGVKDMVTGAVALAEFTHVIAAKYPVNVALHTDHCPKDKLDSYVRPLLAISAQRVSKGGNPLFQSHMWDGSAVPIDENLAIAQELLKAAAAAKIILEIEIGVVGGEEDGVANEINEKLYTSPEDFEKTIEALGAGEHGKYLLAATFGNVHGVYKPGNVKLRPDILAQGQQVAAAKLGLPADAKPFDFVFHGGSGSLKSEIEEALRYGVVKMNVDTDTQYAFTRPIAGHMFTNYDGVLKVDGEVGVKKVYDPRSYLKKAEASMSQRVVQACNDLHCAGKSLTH
# SARS 3CLpro inh: SARS-CoV 3CLpro protease inhibition; 290,000 compounds, 0.14% hits; recombinant SARS-CoV 3CLpro, quenched FRET peptide cleavage; P0C6X7; inhibition, % at 6 µM; AID 1706; in the data active means inhibition above about 12%
# PriA SSB inh: K. pneumoniae PriA-SSBct interaction inhibition | inhibition, % at 33 µM | AlphaScreen SSBct-PriA binding, biotinylated peptide | 430,000 compounds, 0.6% hits; in the data active means inhibition mostly above about 37%, no sharp cut-off; inactive means mostly below about 20%;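 further: plate controls were negative control peptide for no effect and reference peptide for full effect; strong numbers were not always called active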
# Vc quorum ag: quorum light induction in luxS cqsA deficient V. cholerae; activation, % at 18.7 µM; 350,000 compounds, 0.16% hits; V. cholerae BH1578 lux reporter, luminescence, 6 h; in the data active means activation mostly above about 9.7%, no sharp cut-off; further: not every result past the cut was called active; inactives centre near 0; reference of the scale not given here
# Mtb BioA inh: blocks M. tuberculosis BioA enzyme activity. 360,000 compounds, 0.096% hits. AID 602481. inhibition, % at 9.99 µM. purified M. tuberculosis BioA enzyme, plate reader; in the data active means inhibition above about 40%
# * hit, by the source's call; i = inactive; · = not tested or not shown.
# The line under a structure holds: UGM FP inh	MazF activator	Rv3671c inh	DUSP3 inh	GDH-TPI counter	Mtb FBA inh	SARS 3CLpro inh	PriA SSB inh	Vc quorum ag	Mtb BioA inh
1) CC1(C)CN(c2cccc(Br)c2)C1=O
  2.8	2.7	6.5	11.9	-8.6	0.3	3.8	1.2	-0.3	·
2) COc1ccccc1N1CCN(/N=C/c2cc(OC)c(O)c(OC)c2)CC1
  -0.5	7.5	-9.2	-4.7	7.8	1.4	2.6	·	0.0	0.0
3) Nc1nnc(SCc2coc(-c3ccc(Cl)cc3)n2)s1
  -5.1	1.0	1.7	8.5	-9.7	11.7	-2.9	-11.2	-0.4	0.8
4) CCOCCCn1cnc2c(c1=O)c1nc3ccccc3nc1n2-c1ccccc1
  1.8	-2.5	-0.5	-3.2	6.2	4.1	-2.3	-11.3	4.2	-2.0
5) O=C(CN1CC=C(c2ccccc2)CC1)NC(=O)NC1CCCCC1
  2.2	-8.9	5.8	20.6	-5.5	-0.8	-1.9	5.7	-0.3	0.7
6) CC(=O)c1ccc(OCC(O)CN2CCCC(C)C2)cc1 (configuration not stated)
  -0.4	-2.7	-2.5	-3.7	4.8	-1.6	-1.9	-13.4	-0.1	-2.8
7) COc1ccc(/C(N)=N/OC(=O)CCCN2C(=O)c3ccccc3C2=O)cc1OC
  -1.0	-9.1	4.6	4.5	-0.3	1.3	0.3	·	-0.2	·
8) Cc1nc2sc3c(NCc4ccco4)ncnc3c2c2c1COC(C)(C)C2
  -3.7	-1.3	-3.5	22.5	-1.3	5.4	-1.7	7.3	i	-1.6
9) Cc1cc(C)c2c(CN3CCN(CCO)CC3)cc(=O)oc2c1
  0.9	1.0	6.9	16.7	1.9	-3.5	7.2	-10.1	i	0.4
10) Cc1cccc(C(=O)Nc2cccc(-c3ccc4nncn4n3)c2)c1
  1.6	0.2	-6.2	-12.0	10.6	3.1	1.6	-7.4	i	·
11) O=C(O)C1C2CCCCC2=C2CCCCC2C1C(=O)Nc1nccs1 (configuration not stated)
  ·	-3.0	·	·	0.9	1.6	·	-8.3	i	·
12) O=C(NCc1cccs1)C1CCC(CNS(=O)(=O)c2cccc3nsnc23)CC1 (configuration not stated)
  -0.7	-13.9	-4.8	6.5	6.6	-2.0	-2.0	37.8	-0.2	-1.2
13) O=C(COC(=O)c1ccccc1O)NCc1ccccc1Cl
  1.6	-1.5	5.4	·	1.3	0.7	·	-3.0	i	-1.8
14) CCOC(=O)Cc1c(C)nc2c(-c3ccccc3)c(C)[nH]n2c1=O
  ·	2.5	3.9	37.0	8.8	23.4	-5.5	0.4	-2.2	-1.2
15) C=CCC(Nc1ccccc1)C12C=CC(O1)C(C(=O)OC)=C2C(=O)OC (configuration not stated)
  0.0	-3.9	-6.1	-9.1	-5.6	2.5	-0.9	-21.2	·	-0.3
16) CC(OC(=O)c1ccc(Cl)cc1O)C(=O)NCCC1=CCCCC1 (configuration not stated)
  -1.5	-2.7	-2.9	·	14.0	3.9	·	-15.8	-1.1	-0.9
17) CSCC(=O)N1CCCC(C(=O)c2cc(F)ccc2F)C1 (configuration not stated)
  -2.3	4.6	0.2	35.0	2.7	-1.1	4.7	-18.2	-0.2	·
18) Cc1cc(C(=O)NC2CCCc3c2cnn3-c2cccc(C)c2C)no1 (configuration not stated)
  1.9	-8.4	4.5	10.1	0.7	2.1	6.1	5.4	i	-0.1
19) Cc1ccc2c(c1)OC(=O)CC2c1ccccc1 (configuration not stated)
  -0.5	2.0	-12.3	2.4	4.8	-1.7	-4.5	-30.2	4.0	0.5
20) Cc1noc(NS(=O)(=O)c2ccc(NC(=O)c3cc4ccccc4o3)cc2)c1C
  -2.8	3.6	-5.7	·	5.2	-2.1	·	-9.1	2.0	4.9
21) O=S(=O)(NCCS(=O)(=O)N1CCN(c2ccc(F)cc2)CC1)c1ccccc1
  ·	-2.7	·	·	5.4	1.6	·	·	-0.5	-1.4
22) O=C(CN1CCC(C(=O)c2ccc(F)cc2)CC1)Nc1ccccc1Cl
  -0.4	2.5	-6.5	-15.9	2.3	-2.2	-6.7	-14.3	-0.4	-2.1
23) CCOC(=O)C1(Cc2ccccc2)CCCN(Cc2ccccn2)C1 (configuration not stated)
  -0.8	7.9	5.5	19.8	-3.2	0.4	-1.9	4.9	i	0.7
24) CCOC(=O)c1c(-c2ccccc2)oc2cc(Br)c(O)cc12
  2.4	0.6	·	14.6	7.0	0.5	1.2	-0.5	0.6	-1.2
25) CNC(=O)C(=O)NCC(c1cccs1)S(=O)(=O)c1ccc(C)cc1 (configuration not stated)
  -0.3	2.1	-5.4	1.6	11.6	1.0	-0.2	8.2	-2.6	-0.6
26) S=C(NCc1cccs1)Nc1ccc(Cl)cc1
  -2.7	4.7	7.0	17.2	2.3	4.2	3.9	-13.2	i	0.4
27) CCCNC(=O)N1CCN(C(c2ccccc2)c2ccccc2)CC1
  3.8	0.4	-0.7	-1.5	-2.8	0.6	-1.8	-3.1	0.5	-0.5
28) CCOc1ccc(C(=O)NCc2cccs2)cc1
  0.2	2.8	-5.5	-9.6	4.4	2.8	-0.8	0.7	-0.3	0.2
29) Cc1ccc(S(=O)(=O)N2CCCC2)cc1C(=O)NCc1ccccn1
  0.3	-2.1	2.2	-4.4	-1.4	0.4	4.5	-11.5	i	-1.2
30) O=C(CSc1nc2ncccc2[nH]1)NC1CCCC1
  -1.0	10.5	3.9	13.4	5.3	-0.4	-0.2	-12.5	i	0.4

# Record cards, as listed above.
# `O=C(CN1CCC(C(=O)c2ccc(F)cc2)CC1)Nc1ccccc1Cl` across the screens: UGM FP inh: -0.4; MazF activator: 2.5; Rv3671c inh: -6.5; DUSP3 inh: -15.9; GDH-TPI counter: 2.3; Mtb FBA inh: -2.2; SARS 3CLpro inh: -6.7; PriA SSB inh: -14.3; Vc quorum ag: -0.4; Mtb BioA inh: -2.1
# `Nc1nnc(SCc2coc(-c3ccc(Cl)cc3)n2)s1` across the screens: UGM FP inh: -5.1; MazF activator: 1.0; Rv3671c inh: 1.7; DUSP3 inh: 8.5; GDH-TPI counter: -9.7; Mtb FBA inh: 11.7; SARS 3CLpro inh: -2.9; PriA SSB inh: -11.2; Vc quorum ag: -0.4; Mtb BioA inh: 0.8
# `Cc1cc(C)c2c(CN3CCN(CCO)CC3)cc(=O)oc2c1` across the screens: UGM FP inh: 0.9; MazF activator: 1.0; Rv3671c inh: 6.9; DUSP3 inh: 16.7; GDH-TPI counter: 1.9; Mtb FBA inh: -3.5; SARS 3CLpro inh: 7.2; PriA SSB inh: -10.1; Vc quorum ag: i; Mtb BioA inh: 0.4

# (listing goes on)
# The line under a structure holds: UGM FP inh	MazF activator	Rv3671c inh	DUSP3 inh	GDH-TPI counter	Mtb FBA inh	SARS 3CLpro inh	PriA SSB inh	Vc quorum ag	Mtb BioA inh
31) Cc1nc(SCC(=O)N2CCC(Cc3ccccc3)CC2)[nH]c(=O)c1C
  -2.6	-4.3	7.5	·	5.5	-1.4	·	-9.2	i	2.4
32) CNC(=O)N(O)C1N(/N=C/c2ccccc2O)C(=S)SC1(C)C (configuration not stated)
  2.2	5.5	6.2	8.5	36.1*	0.0	2.5	·	-0.7	·
33) COC(=O)c1ccc(N2CCOCC2)c(NC(=O)c2ccc3c(c2)OCO3)c1
  -0.8	11.1	-0.9	1.8	1.1	-2.4	-1.8	12.7	-0.4	-1.2
34) CC(C)CN1CCC(=O)N([C@H](CSc2ccc(Br)cc2)Cc2ccccc2)CC1
  1.3	-10.5	-7.2	-15.5	2.6	0.4	·	-23.1	-1.4	-0.9
35) CC(=O)O/N=C/c1c(C)c(C=O)n2ccccc12
  -2.3	12.6	-10.5	20.4	24.3	-1.4	5.3	·	-0.6	0.5
36) CCOC(=O)C(C)NC(=O)C(NC(=O)C1CCC(CC)CC1)C(C)C (configuration not stated)
  -5.5	-4.9	5.9	-9.6	7.1	2.7	-0.4	-22.1	i	1.4
37) CCOC(=O)c1cccc(NC(=O)CCc2c(C)nc3ncnn3c2C)c1
  3.9	1.2	5.8	15.1	-5.1	2.1	-6.5	1.8	i	·
38) CC(=O)c1cccc(NC(=O)C2CC(=O)N(C3CCCC3)C2)c1 (configuration not stated)
  -2.3	7.6	1.3	·	14.2	1.2	·	-9.1	i	2.5
39) COc1cccc(C2/C(=C(\O)c3ccc4c(c3)OCCO4)C(=O)C(=O)N2Cc2cccnc2)c1 (configuration not stated)
  -1.9	1.8	-6.5	39.5	31.9*	4.9	-0.1	·	-0.2	-5.6
40) Cc1nc2c(nnn2Cc2ccccc2)c(=O)n1-c1ccccc1
  -1.0	-1.3	1.8	22.8	4.2	-1.8	-4.8	1.0	5.6	2.9
41) O=C(CSc1nnc(CNC(=O)c2ccccc2F)o1)NC1CCCC1
  -2.9	1.0	8.1	18.2	7.8	0.5	2.7	0.1	-0.4	-0.4
42) COc1ccc(-c2ccc(/C=C3/C(=N)N4C(C)=CSC4=NC3=O)o2)c([N+](=O)[O-])c1
  3.8	67.9*	-15.3	13.3	15.8	-11.6	-2.9	8.6	-0.1	·
43) CC#CC#Cc1cccc(=O)o1
  0.4	9.5	-2.6	61.5	11.8	1.7	2.6	6.7	i	1.9
44) O=C(O)CC1(C(=O)O)CCCC1
  ·	-22.8	·	·	9.7	-0.3	·	-6.3	i	-0.9
45) CCn1c(SC(C)C(=O)Nc2ccc(N3CCOCC3)cc2)nnc1-c1ccco1 (configuration not stated)
  1.2	-4.0	6.9	·	4.6	2.1	·	3.5	1.0	-2.1
46) O=C1C=C(c2cccc(Br)c2)C[C@@H](c2ccc(Cl)cc2)C1
  -1.8	0.8	-7.1	·	-4.9	-1.8	·	-4.7	1.2	-0.6
47) CC1CCc2cc(F)ccc2N1C(=O)CSc1nnc2c(n1)[nH]c1ccccc12 (configuration not stated)
  3.7	5.0	-7.5	45.7	2.8	1.4	1.7	-6.4	0.3	·
48) CCOc1ccc(/C=N/NC(=O)c2[nH]ncc2Br)c(O)c1
  -1.6	6.1	8.4	28.2	25.0	10.7	-1.0	·	i	·
49) O=C(O)c1ccc(/C=N/NC(=O)c2cc(-c3ccc4c5c(cccc35)CC4)n[nH]2)cc1
  -2.4	0.3	-67.9	25.8	18.1	-5.2	6.1	·	-2.3	-1.7
50) CC(=O)c1ccc(NS(=O)(=O)c2ccc(N/C=C/C(=O)c3ccc(F)cc3)cc2)cc1
  0.4	-1.1	-150.5	-8.7	60.8*	-2.4	-3.3	3.8	-0.1	·
51) COc1cccc(NC(=O)N2CCCC(C(=O)NC3CCCCC3C)C2)c1 (configuration not stated)
  0.6	2.4	7.6	16.3	-5.4	-2.0	3.1	-0.1	-0.3	-1.8
52) CCC(C(=O)NC1CCCCCC1)n1nc(C)n2c(cc3occc32)c1=O (configuration not stated)
  -1.9	17.2	1.1	5.7	10.9	3.1	6.6	-12.9	-0.7	8.5

# Molecules listed so far that have a COOH group, in the order listed:
# The line under a structure holds: UGM FP inh	MazF activator	Rv3671c inh	DUSP3 inh	GDH-TPI counter	Mtb FBA inh	SARS 3CLpro inh	PriA SSB inh	Vc quorum ag	Mtb BioA inh
11) O=C(O)C1C2CCCCC2=C2CCCCC2C1C(=O)Nc1nccs1 (configuration not stated)
  ·	-3.0	·	·	0.9	1.6	·	-8.3	i	·
44) O=C(O)CC1(C(=O)O)CCCC1
  ·	-22.8	·	·	9.7	-0.3	·	-6.3	i	-0.9
49) O=C(O)c1ccc(/C=N/NC(=O)c2cc(-c3ccc4c5c(cccc35)CC4)n[nH]2)cc1
  -2.4	0.3	-67.9	25.8	18.1	-5.2	6.1	·	-2.3	-1.7

# Screening results as filed in PubChem BioAssay.

# Some of the compounds tested; the hit share may differ from the screen's.
